# N370S GC mod = N370S glucocerebrosidase modulation, Gaucher chaperone candidate | P04062 | N370S GC spleen homogenate, 4MU-glucoside fluorescence | Potency, µM (titrated, usually from 59.4 µM), without a hit: top-dose activity change, negative = inhibition, actives largely listed as inhibitors | 330,000 tested, 0.092% active;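 also: 0% = full enzyme activity and -100% = no enzyme basal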
# FEN1 inhibitor = blocks human flap endonuclease 1. P39748. Recombinant FEN1 flap cleavage, fluorescence, 15 min. Potency, µM (top dose mostly 114 µM), inactives show top-dose activity change, negative = inhibition, actives largely listed as inhibitors. 390,000 tested, 0.35% active. AID 588795; also: nearly all actives have a fitted effect of over 65% in size
# Target sequence (P39748 whole entry, looked up): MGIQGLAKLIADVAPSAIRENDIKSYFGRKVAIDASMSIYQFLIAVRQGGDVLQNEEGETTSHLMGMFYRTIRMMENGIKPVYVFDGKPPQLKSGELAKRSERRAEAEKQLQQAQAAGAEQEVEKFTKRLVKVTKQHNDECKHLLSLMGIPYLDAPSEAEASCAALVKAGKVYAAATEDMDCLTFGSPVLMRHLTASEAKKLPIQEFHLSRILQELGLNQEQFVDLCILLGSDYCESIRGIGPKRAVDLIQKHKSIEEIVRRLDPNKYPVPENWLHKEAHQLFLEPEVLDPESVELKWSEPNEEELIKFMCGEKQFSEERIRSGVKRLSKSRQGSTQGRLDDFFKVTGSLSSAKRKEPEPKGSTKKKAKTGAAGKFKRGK
#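 Recombinant FEN1 (10 nM) was preincubated with pin-transferred compounds for 15 min at room temperature, then flap DNA substrate (50 nM final) was added. Plates were read at 0 and 15 min, and normalized concentration–response data were fitted to a four-parameter Hill equation.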
# KAT2A inh = inhibitors of human GCN5L2 histone acetyltransferase | Q92830 | GCN5L2 HAT assay, ThioGlo1 CoA-SH fluorescence | Potency, µM (doses to about 58.9 µM), inactives show at the top dose activity change, negative = inhibition, hits mostly inhibitors | 390,000 tested, 0.21% active
#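 Enzyme at 20nM final was mixed with library compounds for 15 min at room temperature. Peptide H3(1-25) at 75uM, acetyl-CoA at 70uM and ThioGlo1 at 50uM were then added. Plates were read immediately and after 20 min (Ex340nm/Em540nm).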
# Starred values were filed as active, the others as inactive; ? = inconclusive; . = no result given; & = joins results of further samples; [ ] = dose if it differs, or a comment. Calls follow the shape of the dose curve; as a rule, active = well fitted curve in the direction sought with a large enough effect; inconclusive = small, poorly fitted or top-dose-only effect, or another doubt; inactive = no such curve, though single readings can be large; an effect the other way counts as inactive or inconclusive. Unless noted, % is scaled to controls: 0 for no effect and ±100 for the full control effect; potency is read from the fitted curve at half-maximal effect. The list is partial; the hit share may differ from the screen's.
mol	FEN1 inhibitor	KAT2A inh	N370S GC mod
Cc1nn(C(C)C(=O)Nc2ccc(C(C)C)cc2)c(=O)c2c1sc1ccccc12 (stereo not given)	-3%	-2%	.
Cc1cc(C)n(CC(=O)NNC(=O)C2CC(=O)N(Cc3ccccc3Cl)C2)n1 (stereo not given)	6%	-15%	-7%
Cc1ccn2cc(CNC(=O)c3ccc(Br)o3)nc2c1	-2%	-8%	5%
NC1(N)OC(CN2C(=O)c3ccccc3C2=O)CS1 (stereo not given)	-2%	4%	-10%
O=C1CSc2nc3ccccc3n21	-1%	7%	2%
CCn1c(SCC(=O)Nc2ncc(C(F)(F)F)cc2Cl)nnc1-c1cccc(C)c1	-5%	12%	1%
COc1ccnc(Oc2ccc3ccccc3c2)c1C#N	2%	8%	1%
CC(SC1CCCC1)C(=O)Nc1ccnn1C(C)C (stereo not given)	2%	-4%	-7%
COc1ccc(S(=O)(=O)N2c3ccccc3NC(=O)CC2C)cc1 (stereo not given)	-14%	1%	-5%
CCCNC(=O)Cn1c(=O)n(CC(=O)N2CCCCC2)c(=O)c2sccc21	-10%	0%	-13%
CC1(C)Cc2c(C#N)c(N)sc(=S)c2CO1	5%	-29%	-1%
Cc1ccc(C)c(-n2nnnc2SCC(=O)c2ccc3c(c2)NC(=O)CO3)c1	-17%	-13%	1%
COCCNC(=O)c1ccccc1NC(=O)c1cccc([N+](=O)[O-])c1C	-2%	-8%	2%
CC(=O)SC[C@@H](Cc1ccccc1)C(=O)NCC(=O)OCc1ccccc1	.	6%[21.4 µM]	6%[21.6 µM]
CN1C(=O)N(C)C2(C)CC1(C)N(C)C(=O)N2C	-18%	-3%	3%
COc1ccccc1CN1CCN(C2CCN(C(=O)Nc3ccccc3)CC2)C(=O)C1=O	2%	29%	.
O=C1C(=O)N(CCCN2CCOCC2)C(c2ccc(F)cc2)/C1=C(\O)c1ccc2c(c1)OCCO2 (stereo not given)	-1%	-22%	-12%
Cc1ccccc1CNC(=O)Nc1cccs1	-1%	11%	7%
O=C(N/N=C/c1ccccc1)c1ccc(OCc2ccccc2)cc1	-8%	-5%	1%
O=C(CCN1C(=O)S/C(=C\C=C\c2ccccc2)C1=O)Nc1ccc(O)cc1	-2%	-2%	-6%

# An excerpt from above, showing only FEN1 inhibitor.
structure	FEN1 inhibitor
Cc1cc(C)n(CC(=O)NNC(=O)C2CC(=O)N(Cc3ccccc3Cl)C2)n1 (stereo not given)	6%
Cc1ccn2cc(CNC(=O)c3ccc(Br)o3)nc2c1	-2%
NC1(N)OC(CN2C(=O)c3ccccc3C2=O)CS1 (stereo not given)	-2%
O=C1CSc2nc3ccccc3n21	-1%
CCn1c(SCC(=O)Nc2ncc(C(F)(F)F)cc2Cl)nnc1-c1cccc(C)c1	-5%
COc1ccnc(Oc2ccc3ccccc3c2)c1C#N	2%

# In a second layout: three of the compounds above
Cc1ccccc1CNC(=O)Nc1cccs1
  FEN1 inhibitor: -1%
  KAT2A inh: 11%
  N370S GC mod: 7%

O=C(N/N=C/c1ccccc1)c1ccc(OCc2ccccc2)cc1
  FEN1 inhibitor: -8%
  KAT2A inh: -5%
  N370S GC mod: 1%

O=C(CCN1C(=O)S/C(=C\C=C\c2ccccc2)C1=O)Nc1ccc(O)cc1
  FEN1 inhibitor: -2%
  KAT2A inh: -2%
  N370S GC mod: -6%

# Remaining list, next part:
mol	FEN1 inhibitor	KAT2A inh	N370S GC mod
O=C(Cc1cccs1)NNC(=O)C12CC3CC(CC(C3)C1)C2	0%	-5%	6%
Cc1ccccc1Nc1c(-c2cccnc2)nc2ccc(Cl)cn12	-5%	-2%	.
CC/C(=N\NC(=S)Nc1cc(C)ccc1C)c1ccc(OC(F)F)cc1	7%	-11%	-2%
COc1cccc(CN2CCNC(=O)C2CC(=O)NCCCC2CCCC2)c1OC (stereo not given)	-4%	?	-9%
CN(C(=S)NC1=CCS(=O)(=O)C1)C1CCCCC1	2%	1%	-1%
O=C(/C=C/c1ccc(Br)cc1)c1ccc(NC2=NCCCS2)cc1	-21%	-1%	5%
COc1ccccc1Oc1cn[nH]c1-c1ccc(O)cc1O	-8%	0%	-9%
CCOc1ccc(Cl)cc1S(=O)(=O)N1CCCC1	0%	-12%	9%
Cc1c(Cc2ccccc2)c(=O)oc2c(O)c(O)ccc12	?	-10%	-10%
CCCCOc1ccc(C(C)NC(=O)c2cccc(Nc3nc4ccccc4n4nnnc34)c2)cc1 (stereo not given)	7%	-1%	.
CCOC(=O)Cn1ncc2c3ccccc3n(CC(=O)OCC)c2c1=O	22%	-7%	-9%
COC(=O)NNC(=O)C1CCC(C)CC1 (stereo not given)	-12%&-1%	1%&-3%	3%
CCOC(=O)c1c(N)c2cc([N+](=O)[O-])cnc2n1C	-1%	-4%	2%
COc1cc(OC)cc(C(=O)NNC(=S)Nc2ccccc2OC)c1	-1%	-1%	-16%
COC(=O)C1=NN(c2ccc(OC)cc2)C2C(=O)N(c3ccccc3OC)C(=O)C12 (stereo not given)	6%	-12%	-24%
CCN(CC)C(=O)COCc1cc(-c2ccc3c(c2)OCO3)on1	-5%	0%	-13%
Cc1ccc(Cl)cc1-n1c(=O)cc(N2CC(C)OC(C)C2)[nH]c1=O (stereo not given)	4%	5%	-2%
Cc1cc(C)cc(N(CC(=O)NC2CC3CCC2C3)S(C)(=O)=O)c1 (stereo not given)	6%	0%	?
CC(C)NC(=O)[C@]1(C)CCC[C@@]2(C)C3CC[C@@]4(C)C[C@]3(CCC21)CC4=O (stereo not given in full)	-2%	-2%	.
CCCC[N+](CC#CCO)(CC#Cc1ccccc1)CCCC	-3%	1%	-7%

# Individual results from the entries so far:
# For FEN1 inhibitor, `CCOC(=O)Cn1ncc2c3ccccc3n(CC(=O)OCC)c2c1=O` shows 22%
# For N370S GC mod, `COc1cc(OC)cc(C(=O)NNC(=S)Nc2ccccc2OC)c1` shows -16%

# Going on with the list.
mol	FEN1 inhibitor	KAT2A inh	N370S GC mod
C/C(=N\NC(=O)CSCc1ccc([N+](=O)[O-])cc1)c1cccc(Br)c1	-5%	-7%	21%
COCc1nnc(NC(=O)c2cc(Cl)ccc2OC)s1	-6%	-4%	-9%
Cc1nn(-c2ccccc2)c2c1N(CCCC(=O)NCc1ccc(N(C)C)cc1)C(=O)CS2	2%	0%	.
CC(C)c1nnc(NC(=O)CCC(=O)NC2CCCCCCC2)s1	-10%	15%	1%
CC(C)N(C(=O)COC(=O)c1ccc(O)cc1)C(C)C	0%	0%	0%
Cc1ccccc1OCC(=O)Nc1nnc(C2CCCC2)s1	-17%	-3%	-13%
COc1ccc(OC)c(S(=O)(=O)Nc2cc(Cl)cc(Cl)c2)c1	-1%	2%	?
Fc1cccc(F)c1-n1c(CN2CCCC2)csc1=S	-10%	-5%	-11%
Cn1nc(C(=O)NNC(=O)c2ccc(Cl)c(S(N)(=O)=O)c2)c2ccccc2c1=O	1%	-4%	.
C=C(C)CN(CC)c1nc(N)c(C#N)c(CC#N)c1C#N	-2%	-4%	0%
O=C(c1ccc2c(=O)n3c(nc2c1)CCCCC3)N1CCc2ccccc21	-7%	-25%	16%
COc1ccc(CN(C(=O)c2ccco2)C2CC(C)N(C)CC2C)cc1 (stereo not given)	-6%	-1%	0%
Cc1cccn2cc(-c3ccc(F)cc3)cc12	-7%	1%	-14%
CCCN(CC(=O)Nc1ccc(Cl)cc1Cl)Cc1cc(=O)n2ccsc2n1	0%	-8%	?
CCOc1ccc(C(=O)c2oc3ccccc3c2NC(=O)Cc2coc3cc(C)cc(C)c23)cc1	17%	-7%	.
Cc1ccc(CN(C(=O)Nc2cccc(Cl)c2)c2ccccn2)cc1	-20%	-12%	.
Cc1ccc(CCNC(=O)c2cc(-c3ccncc3)nc3ccccc23)cc1	-21%	-5%	?
CC(=O)Nc1ccc(S(=O)(=O)NC(C)C(=O)NCCc2ccc(F)cc2)cc1 (stereo not given)	-2%	-9%	-5%
C=CCN(CC=C)C(=O)c1ccc(OC2CCN(C(C)=O)CC2)c(OC)c1	6%	-6%	-1%
O=C(CN1C(=O)NC2(CCOc3ccccc32)C1=O)Nc1ccc(F)c(F)c1F (stereo not given)	13%	0%	-6%
COc1ccc2[nH]cc(CCNC(=O)CS(=O)(=O)Cc3ccccc3)c2c1	0%	2%	0%
CCn1nc(NS(=O)(=O)c2ccccc2[N+](=O)[O-])c2cc3cccc(C)c3nc21	14%	-7%	5%
Cc1c(C(=O)Nc2cccc(C(F)(F)F)c2)oc2ccc(S(=O)(=O)N3CCC4(CC3)OCCO4)cc12	-8%	0%	.
CCC(Sc1nc(N)cc(=O)[nH]1)C(=O)NC(C(=O)OC)c1ccccc1 (stereo not given)	-1%	-11%	-4%
CCOC(=O)c1ccc(N2C(=O)c3n[nH]c(-c4cccs4)c3C2c2ccc(OCC)cc2)cc1 (stereo not given)	?	-14%	.
COc1ccc(/C=C\c2onc(C)c2S(=O)(=O)N2CCC(C(=O)Nc3ccc(C)c(F)c3)CC2)cc1	1%	-2%	.
CCN(Cc1ccccc1)C(c1cc2ccc(C)cc2[nH]c1=O)c1nnnn1CCOC (stereo not given)	-17%	2%	13%
Cc1ccc(OCc2nc(C#N)c(N3CCN(Cc4ccccc4)CC3)o2)cc1	-19%	-22%	12%
COc1ccc(NC(=O)CSc2ncccn2)cc1S(=O)(=O)N1CCCCC1	7%	-2%	.
CCc1cccc(CC)c1NC(=O)C1CC(=O)N(c2ccc3c(c2)OCCO3)C1 (stereo not given)	-2%	-1%	0%
CSCCC(NS(=O)(=O)c1ccccc1F)C(=O)NCc1cccs1 (stereo not given)	0%	-8%	.
COc1ccc(S(=O)(=O)c2c(O)c3ccc(C(=O)Nc4ccccc4Cl)cc3[nH]c2=O)cc1	-4%	-6%	1%
Cc1ccc([C@@H]2CC=C(C(=O)O)[C@H](c3ccccc3F)N2S(=O)(=O)c2ccccc2C)cc1	-5%	3%	.
CCn1c(=O)cc(OCC(=O)NCc2ccc(F)cc2Cl)c2ccccc21	10%	-2%	.
O=C1CN(C(=O)COC(=O)c2ccc[n+]([O-])c2)c2ccccc2N1	2%	-1%	-4%
COC(=O)c1cc(NCc2ccc3c(c2)OCO3)ccc1N1CCOCC1	-16%	-3%	1%
CCC(Oc1ccccc1)C(=O)N1CCN(c2ccccn2)CC1 (stereo not given)	-9%	-3%	5%
Cc1oc2c(CN3CCCC3)c(O)ccc2c(=O)c1-c1ccc(Cl)cc1	-18%	-6%	-11%
CCOCCCn1c(=N)c(S(=O)(=O)c2ccc(C)cc2)cc2c(=O)n3cccc(C)c3nc21	-13%	2%	.
NC(=O)c1c(NC(=O)c2cc3ccccc3o2)sc2c1CCC2	0%	-18%	1%

# Molecules shown so far containing a CF3 group:
mol	FEN1 inhibitor	KAT2A inh	N370S GC mod
CCn1c(SCC(=O)Nc2ncc(C(F)(F)F)cc2Cl)nnc1-c1cccc(C)c1	-5%	12%	1%
Cc1c(C(=O)Nc2cccc(C(F)(F)F)c2)oc2ccc(S(=O)(=O)N3CCC4(CC3)OCCO4)cc12	-8%	0%	.

# Remaining list, next part:
mol	FEN1 inhibitor	KAT2A inh	N370S GC mod
O=C(CC(CC(=O)c1ccc(Cl)cc1)c1ccccc1C(=O)O)c1ccc(Cl)cc1	11%	-4%	-5%
Cc1ccccc1NC(=O)c1cccc(OCc2c(C)noc2C)c1	-3%	-9%	-9%
COc1ccc(C2C(C#N)=C(C)NC3=C2C(=O)CC(C)(C)C3)c(OC)c1 (stereo not given)	1%	-2%	-4%
Cc1ccc(S(=O)(=O)NCC(=O)Nc2ccc3c(c2)OCO3)cc1	-6%	-3%	-1%
Cc1ccccc1OCCn1cc(C(=O)C2CCCCC2)c2ccccc21	4%	-2%	.
O=C(NCc1ccco1)/C(=C/c1ccc(Br)cc1)NC(=O)c1ccco1	-14%	-2%	-11%
Cn1c(=O)c2c(ncn2CC(=O)OCC(=O)Nc2ccc(F)cc2F)n(C)c1=O	5%	-1%	.
O=C(C1=NN(c2ccccc2)C2C(=O)N(c3ccccc3)C(=O)C12)c1ccccc1 (stereo not given)	0%	?	3%
Cc1ccc(CNC(=O)Cn2cc(C(=O)c3ccc(Cl)cc3)c(=O)c3ccc(C)nc32)cc1	20%	-4%	.
O=C(COc1ccc([N+](=O)[O-])cc1Cl)N1CCc2ccccc21	-1%	-6%	.
COc1ccccc1CNC(=O)CCNS(=O)(=O)c1ccc2c(c1)oc(=O)n2C	-11%&0%	-15%&-4%	-2%
